High-throughput results: PubChem, several laboratories
GalR3 antagonist: blocks the human galanin receptor 3; 360,000 compounds, 0.44% hits; HEK293 GalR3-CNG cAMP membrane potential fluorescence; galR3 body fused to GalR1 C-terminus; O60755; inhibition, % at 3 µM;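 active = inhibition above the screen-wide average plus 3 SD, cut at about 13% in these data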;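 also: forskolin and galanin both at EC90 stimulate the cells; cAMP rise reported by CNG channel membrane potential dye signal; 0% = forskolin plus galanin with DMSO and 100% = forskolin alone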
Target sequence (O60755 1-299 limits assumed): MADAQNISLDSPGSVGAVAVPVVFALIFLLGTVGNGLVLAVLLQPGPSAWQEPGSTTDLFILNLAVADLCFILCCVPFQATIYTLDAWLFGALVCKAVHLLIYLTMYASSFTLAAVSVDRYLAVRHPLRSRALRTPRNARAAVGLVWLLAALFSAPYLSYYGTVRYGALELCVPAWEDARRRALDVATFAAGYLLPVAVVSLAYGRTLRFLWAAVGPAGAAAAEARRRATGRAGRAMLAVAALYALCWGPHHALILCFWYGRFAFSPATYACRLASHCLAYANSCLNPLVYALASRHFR
V1R ag counter: activates human V1a receptor in oxytocin agonist counter-screen. P37288. CHO-V1R cells, Fluo-8 calcium fluorescence, agonist mode; 0% DMSO, 100% 3 nM vasopressin. activation, % at 3 µM. 320,000 compounds, 0.25% hits;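 active = activation above the mean activation of all tested compounds plus 3 SD, per screening run, cut at about 20% in these data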;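 also: signal is peak over basal fluorescence ratio across a 100 second FLIPR read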
OXTR potentiator: potentiates the human oxytocin receptor response; 320,000 compounds, 0.061% hits; activation, % at 3 µM; CHO-OTR cells, Fluo-8 calcium fluorescence, potentiator mode; 0% = oxytocin EC15, 100% = EC100;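 active = activation above that plate's cutoff, the mean activation of tested compounds plus 3 SD, cut at about 6.6% in these data, passing the limit was not always enough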;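 also: 100% uses oxytocin at 75 nM as the full agonist control; some results filed as inactive read as strong as hits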
Target sequence (P30559 whole entry, looked up): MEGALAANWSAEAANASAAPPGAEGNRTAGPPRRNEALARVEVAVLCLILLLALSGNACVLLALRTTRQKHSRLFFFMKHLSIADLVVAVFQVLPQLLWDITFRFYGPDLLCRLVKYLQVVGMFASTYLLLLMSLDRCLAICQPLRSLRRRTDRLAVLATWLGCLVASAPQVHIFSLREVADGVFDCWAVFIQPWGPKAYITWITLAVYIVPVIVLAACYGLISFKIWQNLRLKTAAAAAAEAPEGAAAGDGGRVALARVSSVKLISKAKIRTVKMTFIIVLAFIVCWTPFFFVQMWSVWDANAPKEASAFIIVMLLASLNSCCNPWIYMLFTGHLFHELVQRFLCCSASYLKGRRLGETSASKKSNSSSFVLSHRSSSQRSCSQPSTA
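System: human OTR in CHO cells; Also added: sub-maximal oxytocin, roughly EC15; Timing: compound 6 min at room temperature before oxytocin, 100 s read; Technique: Fluo-8 intracellular calcium fluorescence, ex 470-495, em 515-575 nm; Controls: oxytocin EC15 low and EC100 high; Replication: singlicate.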
PfM18AAP inh: blocks P. falciparum M18 aspartyl aminopeptidase. 290,000 compounds, 1.2% hits. recombinant PfM18AAP, H-Glu-NHMec fluorogenic cleavage. inhibition, % at 7.35 µM;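 active = inhibition above the campaign mean inhibition over all tested compounds plus 3 SD, cut at about 28% in these data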;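 also: 0% = plate median of test compound wells and 100% = 2 mM ZnCl2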
GPR7 antagonist: blocks human GPR7 receptor signaling. AID 1861. GPR7-expressing cells, fluorescence antagonist assay. inhibition, % at 4.4 µM. P48145. 290,000 compounds, 1.1% hits; in the data active = inhibition above about 16%, passing the limit was not always enough;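 also: cells stimulated with the agonist NPW; 0% = agonist with vehicle and 100% = vehicle without agonist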
Target sequence (P48145 whole entry, looked up): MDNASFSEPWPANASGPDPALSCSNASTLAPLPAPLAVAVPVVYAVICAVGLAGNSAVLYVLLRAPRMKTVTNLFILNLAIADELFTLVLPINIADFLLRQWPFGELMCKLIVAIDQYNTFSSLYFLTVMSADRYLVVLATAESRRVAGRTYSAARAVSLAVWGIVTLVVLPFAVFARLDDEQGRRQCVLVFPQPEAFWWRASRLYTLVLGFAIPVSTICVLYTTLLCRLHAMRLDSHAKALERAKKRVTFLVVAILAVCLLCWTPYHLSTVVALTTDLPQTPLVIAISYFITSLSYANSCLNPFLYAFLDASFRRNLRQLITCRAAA
NALP1 inh: NALP1 inhibition | 280,000 compounds, 0.61% hits | S. cerevisiae NALP1/ASC/caspase-1 growth, X-gal OD620, 72 h | inhibition, % at 10 µM | AID 2071; in the data active = inhibition mostly above about 24%, no sharp cut-off; inactive = mostly below about 32%; also: some compounds called inactive have numbers as strong as hits
OXTR agonist: human OXTR agonism | P30559 | CHO-OTR cells, Fluo-8 calcium fluorescence; normalized: DMSO 0%, oxytocin 100% | activation, % at 3 µM | 320,000 compounds, 0.32% hits;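 active = activation above the mean of all tested compounds plus 3 SD, cutoff set per screening run, cut at about 20% in these data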;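 also: peak over basal fluorescence ratio from a 100 s FLIPR kinetic read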
MEKK2 WT-MEK5: raises or lowers MEK5 binding to wildtype human MEKK2 PB1 domain | Q9Y2U5 | bead flow cytometry, Alexa488-MEK5 binding to MEKK2 WT; actives lie on both sides | binding response (% of control), % at 10 µM | 290,000 compounds, 1.1% hits | AID 1531; in the data active = binding response below about 67% or above about 130%
MEKK2mut PB1 HTS: signal of MEK5 binding to mutant human MEKK2 PB1 domain; AID 1530; percent response, % at 10 µM; 290,000 compounds, 0.35% hits; bead flow cytometry, Alexa488-MEK5 binding to MEKK2 mutant; in the data active = percent response above about 24%, passing the limit was not always enough; also: inactives centre near 1; some results filed as inactive read as strong as hits
The depositor's hits bear a star; nt = not tested or not shown. Random draw from the library. About 4.1% of those tested had a hit in this group.

SMILES	GalR3 antagonist	V1R ag counter	OXTR potentiator	PfM18AAP inh	GPR7 antagonist	NALP1 inh	OXTR agonist	MEKK2 WT-MEK5	MEKK2mut PB1 HTS
COc1cccc(N2C(=O)Nc3ccc(Br)cc3C2(O)C(=O)NCCN(C)C)c1 (stereo not drawn)	-10	1.4	-12	-5	10	28	0.6	104	8
COc1ccc2cc(C(=O)Nc3c(C)n(C)n(-c4ccccc4)c3=O)sc(=O)c2c1OC	nt	-1.1	0	-5	-13	2	-0.8	100	-5
Cc1cccc(OCC(=O)Nc2cccc(C(=O)Nc3ccccc3C(=O)O)c2)c1	-1	-0.6	-2	5	-4	-1	-2.2	107	4
CCOC(=O)N1CCN(C(=O)c2ccc(CS(=O)Cc3ccc(C)cc3)o2)CC1 (stereo not drawn)	0	0.0	-7	2	-8	-27	1.3	99	3
O=[N+]([O-])c1cccc2c(Cl)ccnc12	-2	0.2	-9	1	-12	-4	-1.3	81	-13
CCC(C)NC(=O)c1cn(-c2cccc(C)n2)cn1 (stereo not drawn)	0	0.8	-10	-7	-2	3	0.1	105	22
CC1(C)C(=O)OC(C(=O)c2ccc(C(C)(C)C)cc2)C(C)(C)C1=O (stereo not drawn)	-3	-0.9	-15	-8	-7	10	3.6	103	1
CCOC(=O)NC(=O)CSc1nc(C)cc(C)c1C#N	-4	-0.3	-8	1	-6	23	-1.4	98	-1
O=C(Nc1ccc(Cl)cc1)c1cnc(-c2ccccc2)nc1-c1ccccc1	-7	3.2	-13	-1	-9	19	2.4	92	-2
C#CCOCCOCCOCCNc1nc(N2CCN(C(=O)[C@H]([C@@H](C)O)n3cc(CCCCN)nn3)CC2)nc(N2CCN(C(=O)[C@H](Cc3ccc(O)cc3)n3cc(CCO)nn3)CC2)n1	-6	2.4	-7	3	12	7	0.0	95	-5
COc1ccccc1C(=O)Nc1onc(C)c1C#N	-5	0.2	-17	3	-2	14	-1.0	98	2
CCC(CC)C(=O)NCCc1ccc(F)cc1	-2	0.3	0	-2	1	11	-0.1	107	3
Cc1ccc(NCc2nnc(SCC(=O)NCc3ccco3)n2CC2CCCO2)cc1Cl (stereo not drawn)	-7	-0.2	-18	2	11	2	-0.7	110	4
Cc1c(NC(=O)COc2ncnc3c(Cl)cc(Cl)cc23)c(=O)n(-c2ccccc2)n1C	2	1.1	-9	3	18	14	0.2	99	1
COc1ccc(C(=O)N/C(=C\c2cn(C)c3ccccc23)C(=O)NCCN2CCOCC2)cc1OC	-5	1.1	-4	-2	-11	28	-0.2	94	-8
COc1ccc(Cl)cc1NC(=O)CCc1nnc2ccc(N3CCC4(CC3)OCCO4)nn12	5	0.6	-10	0	2	14	0.8	91	0
O=C1CCCN1CC(=O)N1CCCC(N2CCN(c3cccc(Cl)c3)CC2)C1 (stereo not drawn)	-1	0.6	-2	2	0	14	-0.7	104	2
Cc1ccc(C2(CCNCc3ccco3)CCOC(C(C)C)C2)cc1 (stereo not drawn)	-5	0.5	3	3	7	nt	0.5	112	11
CCC(=O)NC(c1ccc(C)cc1)c1ccc2cccnc2c1O (stereo not drawn)	-7	1.9	-4	6	-2	-37	-0.9	110	6
CC(C)NC(=O)COc1ccc(/C=N/NS(=O)(=O)c2ccccc2)cc1	-4	4.2	-7	9	13	-8	0.3	106	2
CCN1CCN(c2nc(Nc3ccc(OC)cc3)nc(N)c2[N+](=O)[O-])CC1	-7	-0.3	-1	2	-8	6	-2.6	99	-2
O=C(COc1ccccc1)Nc1cc(S(=O)(=O)N2CCOCC2)ccc1N1CCCC1	-5	-0.3	-6	nt	nt	nt	-1.8	nt	nt
CCN(c1ccccc1)S(=O)(=O)c1ccc(NC(=S)NC(=O)c2ccc(Br)o2)cc1	-1	-0.3	-4	0	-2	9	0.2	100	-3
Cc1ccc2nccc(C(=O)N3CCCC(N4CCN(c5ccc(F)cc5)CC4)C3)c2c1 (stereo not drawn)	-5	0.3	-1	0	-19	-2	-0.6	102	2
O=C(CCCn1c(=O)c2cccn2c2cccnc21)N1CCN(c2ccccc2F)CC1	-6	0.1	-5	5	-4	13	0.3	103	-2

The list goes on.
SMILES	GalR3 antagonist	V1R ag counter	OXTR potentiator	PfM18AAP inh	GPR7 antagonist	NALP1 inh	OXTR agonist	MEKK2 WT-MEK5	MEKK2mut PB1 HTS
COCCCNC(=S)N1CCN(C(c2ccccc2)c2ccccc2)CC1	-1	nt	nt	-10	-16	1	nt	96	-1
CCCc1ccc(C(=O)[C@@H]2[C@@H](C(C)=O)N3c4ccc(F)cc4C=C[C@@H]3[C@@]23C(=O)Nc2ccccc23)cc1	1	-1.0	2	4	-6	nt	0.2	109	-5
Cc1nn(C(=O)c2ccco2)c(C)c1Br	-4	-0.2	3	2	-4	3	-1.3	107	6
CC(=O)N1c2ccc(S(=O)(=O)NCCC(=O)Nc3ccc(OC(F)(F)F)cc3)cc2CC1C (stereo not drawn)	-2	7.1	-7	0	-16	10	7.8	108	2
CCCOc1ccc(-c2csc(N)n2)cc1[N+](=O)[O-]	-7	1.3	-8	3	27*	41	-2.1	93	6
Cc1nc2ccccc2n1CC(=O)OCC(=O)NCCc1ccccc1	-2	0.1	-18	3	7	7	0.1	106	5
CC1(C)Cc2c(c(=S)nc(-c3ccccc3)n2CCO)CO1	2	0.2	-4	-1	-11	16	-0.3	104	1
O=C(NCc1nnc(SCC(=O)N2CCCc3ccccc32)o1)c1c(F)cccc1Cl	-6	0.1	-9	3	-5	4	-0.5	98	-4
CCOC(=O)C(CCc1nnc(N)s1)C(=O)OCC	-8	0.7	-7	-2	2	4	-0.5	98	1
Cc1cc(Br)c(OCC(=O)NN)c2c1CCC2	-5	-0.3	-4	-1	-10	7	-3.6	95	-3
CCN(CC(=O)Nc1ccccc1C(F)(F)F)C(=O)Cc1ccc2c(c1)CCC2	-8	3.1	-6	nt	nt	nt	1.9	nt	nt
CC(C)(Oc1cccc2ccccc12)C(=O)O	-3	0.3	3	6	-7	2	0.7	98	-1
O=C(C[n+]1ccc(/C=N/O)cc1)NC(=O)Nc1ccccc1	-5	1.1	-4	nt	nt	nt	1.1	nt	nt
Cc1[nH]c2ccccc2c1C(=O)CNc1nccs1	-4	0.3	-5	5	1	25	0.4	97	0
COc1ccc(CCNC(=O)c2ccc(N(C)S(=O)(=O)c3ccc(C)cc3)cc2)cc1	-3	4.3	-7	-11	-12	4	1.4	98	-2
CCN(CC)CCN(C(=O)c1ccc(C(C)=O)cc1)c1nc2ccc(Cl)cc2s1	-2	0.9	1	-2	-2	2	5.2	132	11
Cc1cc(C)c(NS(=O)(=O)c2ccc(Cl)c(C(=O)O)c2)c(C)c1	-6	0.1	0	-7	-3	2	-0.7	87	-8
C/C(=N\OC(=O)NC(C)C)c1sc(-c2ccccc2)nc1C	-4	-0.7	-12	0	-1	24	-2.2	105	8
C=CCOC(=O)COc1ccc2c(C)c(C)c(=O)oc2c1	-2	0.2	6	-2	-8	12	-0.5	101	2
COc1ccc2nc(N/C(=N/S(=O)(=O)c3cccs3)c3ccccc3Cl)sc2c1	-5	1.1	2	2	-10	19	-0.4	105	0
Cc1ccc2nc(SCC(=O)Nc3cccc(Cl)c3)nc(=O)n2c1	0	7.6	-6	nt	nt	nt	7.3	nt	nt
O=C(c1ccccc1NS(=O)(=O)c1ccc2c(c1)OCCO2)N1CCOCC1	-7	0.4	-5	-4	-9	7	0.2	96	-4
CC(NC(=O)c1cn(C(C)c2ccccc2F)nn1)c1ccncc1 (stereo not drawn)	0	1.7	6	4	-11	7	0.3	101	2
O=C(CNC(=O)Cc1ccccc1)NCC(=O)OCC(=O)c1cccc2ccccc12	-2	-0.7	-15	-2	-6	-13	-1.5	100	-1
COC(=O)c1ccc(CNC(=O)C2CCC(=O)N(Cc3ccccn3)C2)cc1 (stereo not drawn)	8	0.0	-4	-6	-4	1	0.1	100	1

Some of the entries so far, in markdown.
| compound | GalR3 antagonist | V1R ag counter | OXTR potentiator | PfM18AAP inh | GPR7 antagonist | NALP1 inh | OXTR agonist | MEKK2 WT-MEK5 | MEKK2mut PB1 HTS |
| --- | --- | --- | --- | --- | --- | --- | --- | --- | --- |
| O=C(C[n+]1ccc(/C=N/O)cc1)NC(=O)Nc1ccccc1 | -5 | 1.1 | -4 | nt | nt | nt | 1.1 | nt | nt |
| Cc1[nH]c2ccccc2c1C(=O)CNc1nccs1 | -4 | 0.3 | -5 | 5 | 1 | 25 | 0.4 | 97 | 0 |
| COc1ccc(CCNC(=O)c2ccc(N(C)S(=O)(=O)c3ccc(C)cc3)cc2)cc1 | -3 | 4.3 | -7 | -11 | -12 | 4 | 1.4 | 98 | -2 |

Later entries
SMILES	GalR3 antagonist	V1R ag counter	OXTR potentiator	PfM18AAP inh	GPR7 antagonist	NALP1 inh	OXTR agonist	MEKK2 WT-MEK5	MEKK2mut PB1 HTS
Nc1ccccc1OCCOc1ccccc1N	-13	-0.1	-7	2	7	-1	-0.7	101	3
COc1cccc(-c2ccc(NC(=O)C3CCCN(Cc4cnc(C)s4)C3)cc2)c1 (stereo not drawn)	-5	4.5	-9	-6	-5	18	2.5	110	8
COc1ccccc1S(=O)(=O)Cc1ccc(C(=O)NCc2ccccc2)o1	-8	0.2	-4	0	-4	2	0.8	100	0
CN(Cc1ccccc1)S(=O)(=O)c1cccc2nsnc12	-1	3.0	-2	-1	12	8	-2.0	97	-5
CC(=O)c1cccc(NC(=O)c2cc(-n3cnnc3)ccc2Cl)c1	7	0.4	-5	6	1	11	0.0	105	12
Cn1c(/N=C/c2ccccc2[N+](=O)[O-])nc2ccccc21	-8	0.9	4	3	-3	9	2.1	102	7
CC(=O)c1ccc(OCc2cc(C(=O)N(C)Cc3ncc(C)[nH]3)no2)cc1	2	nt	nt	0	-9	2	nt	108	3
Cc1coc2c(C)c3oc(=O)c(CCC(=O)NCCC(=O)O)c(C)c3cc12	-7	15	-14	-4	14	3	1.6	99	-1
COc1cc(F)ccc1S(=O)(=O)N1CCN(c2ccccc2)CC1	-9	0.3	-3	-1	5	14	-1.2	98	1
CC1CCCCN1C(=O)CN(C)S(=O)(=O)c1cccc2nsnc12 (stereo not drawn)	1	0.0	-3	-7	-9	6	1.0	103	1
O=S(=O)(Cc1ccccc1)N1CCNCC1	-1	0.2	-4	-10	-9	2	0.7	100	-1
CCN(CC(=O)Nc1ccc2c(c1)OCCO2)C(=O)CN1C(=O)NC(C)(c2ccc(C)cc2)C1=O (stereo not drawn)	-1	-1.0	-1	nt	nt	nt	-0.1	nt	nt
c1ccc(CN2CCN(CCOCCOc3cccc4ccccc34)CC2)cc1	-4	1.7	-6	2	-9	38*	3.6	134	-1
COc1ccc(C(=O)Cn2nnc(-c3ccccc3NC(=O)C3CCCCC3)n2)cc1	-3	1.9	-8	3	1	25	0.3	102	0
CC(=O)Nc1ccc(S(=O)(=O)N2CCC(C(=O)NCc3cccnc3)CC2)cc1	-1	0.6	-4	-4	-2	7	0.2	102	-3
Cc1ccc(OCc2ccc(C(=O)NCC3CCCO3)cc2)cc1 (stereo not drawn)	-5	1.4	-6	2	-13	-4	0.7	100	-3
CCCOc1ccc(N2C(=O)CC(N3CCC(c4nc5ccccc5o4)CC3)C2=O)cc1 (stereo not drawn)	nt	3.0	-12	-9	-12	-1	0.4	106	1
COC(=O)c1cc(NS(=O)(=O)c2ccc(NCc3cccnc3)c(N)c2)cc(C(=O)OC)c1	-4	-0.2	-2	-11	-1	11	-0.8	96	-1
CCn1c(SCC(=O)Nc2ccc(OCc3ccccc3)cc2)nnc1-c1ccco1	-8	3.8	-16	nt	nt	1	0.1	104	0
